GLP1R ag: activates the human GLP-1 receptor; P43220; HEK293 GLP-1R CRE-luciferase, luminescence, 4-6 h; cells express a hypersensitive GLP-1R form; Potency, µM (doses to about 45.6 µM), for inactives: at the highest dose activation, most hits filed as activators; actives 0.007% (n = 380,000); further: potency means the concentration at half of the fitted maximal effect; % of control where 0% means no effect
Target sequence (P43220 whole entry, looked up): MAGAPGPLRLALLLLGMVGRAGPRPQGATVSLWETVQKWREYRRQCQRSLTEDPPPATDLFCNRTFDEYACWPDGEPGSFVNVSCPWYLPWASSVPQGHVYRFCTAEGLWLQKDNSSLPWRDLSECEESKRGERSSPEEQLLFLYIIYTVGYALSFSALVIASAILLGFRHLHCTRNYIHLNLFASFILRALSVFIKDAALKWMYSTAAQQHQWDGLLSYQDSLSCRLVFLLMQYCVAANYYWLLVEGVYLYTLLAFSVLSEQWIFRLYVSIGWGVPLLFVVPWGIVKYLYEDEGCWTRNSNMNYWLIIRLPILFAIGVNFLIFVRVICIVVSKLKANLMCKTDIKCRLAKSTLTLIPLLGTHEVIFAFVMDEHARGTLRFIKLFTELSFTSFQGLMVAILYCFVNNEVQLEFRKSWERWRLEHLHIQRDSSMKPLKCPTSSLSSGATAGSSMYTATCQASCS
aSyn rescue: rescues yeast growth from alpha-synuclein toxicity; Yeast expressing alpha-synuclein, growth rescue, BacTiter-Glo, 24 h; Potency, µM (top dose mostly 46.1 µM), inactives show top-dose growth rescue (activation), hits mostly activators; actives 0.14% (n = 370,000); AID 652106; further: potency means the concentration at half of the fitted maximal effect; % of control where 0% means no effect; nearly all actives have a fitted effect of over 65% in size
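Rescue of yeast growth: cells expressing toxic alpha-synuclein, induced in galactose at OD600 0.02, incubated with compound 24 h at 30 C. ATP luminescence quantified growth; inhibitors of toxicity appear as activators.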
D3 antag: D3 dopamine receptor (human) antagonism. P35462. D3R cells, DiscoveRx beta-arrestin luminescence, antagonist mode; hits give low values. max response, negative = inhibition, %. actives 2.5% (n = 360,000). AID 652054; in the data active means max response below about -50%; inconclusive means no clear call, values can overlap the other calls; further: on the % scale 0 is the no-effect control and ±100 the full control effect; mostly tested at two doses, the higher about 12 µM
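Cells expressing the human receptor were seeded at 1500 cells/well, incubated overnight at 37 degrees C in 5% CO2, then exposed to library compounds with dopamine controls for 90 minutes at 37 degrees C before luminescent detection.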
PTHR1 agonist: activates the human parathyroid hormone receptor PTHR1. Q03431. HEK293 GP2 PTHR1 cells, GloSensor cAMP luminescence, 1 h. Potency, µM (top dose mostly 115 µM), without a hit: top-dose activation, usual class: activators. actives 0.075% (n = 410,000); further: potency means the concentration at half of the fitted maximal effect; nearly all actives have a fitted effect of over 55% in size; some results filed as inactive show a strong effect at the top dose; inactives centre near -15; many of its hits are not listed in these tables
Target sequence (Q03431 whole entry, looked up): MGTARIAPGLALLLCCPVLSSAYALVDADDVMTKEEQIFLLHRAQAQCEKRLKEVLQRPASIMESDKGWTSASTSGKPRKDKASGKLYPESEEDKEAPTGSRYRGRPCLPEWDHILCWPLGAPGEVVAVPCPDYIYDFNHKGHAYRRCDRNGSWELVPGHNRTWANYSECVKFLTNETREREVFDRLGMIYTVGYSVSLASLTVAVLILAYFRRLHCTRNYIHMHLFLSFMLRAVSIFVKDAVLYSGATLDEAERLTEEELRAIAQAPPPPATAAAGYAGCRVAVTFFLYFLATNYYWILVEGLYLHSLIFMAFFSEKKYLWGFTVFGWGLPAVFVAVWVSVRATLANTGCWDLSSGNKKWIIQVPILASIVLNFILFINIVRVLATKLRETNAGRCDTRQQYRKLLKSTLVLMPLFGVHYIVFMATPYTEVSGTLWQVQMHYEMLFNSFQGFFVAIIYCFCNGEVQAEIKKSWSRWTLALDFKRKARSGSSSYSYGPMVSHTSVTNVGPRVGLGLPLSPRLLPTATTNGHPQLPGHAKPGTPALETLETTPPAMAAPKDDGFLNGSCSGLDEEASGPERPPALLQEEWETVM
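HEK-293-derived GP2 cells expressing PTHR1 and a GloSensor cAMP reporter, 3,000/well, plated overnight, given luciferin plus IBMX (each 0.5 mM as added) for 1 h at 37 °C, then compound for 1 h at 37 °C. Luminescence was read after 15 min at room temperature.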
HEK293 tox: cytotoxicity counter-screen for GLP-1 receptor inverse agonists. HEK293 cAMP-luciferase reporter cells, luminescence, 24 h. Potency, µM (top dose mostly 38.3 µM), without a hit: top-dose activity change, negative = inhibition, hits mostly inhibitors. actives 0.13% (n = 410,000). AID 624418;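 further: loss of luciferase light is scored as toxicity; potency means the concentration at half of the fitted maximal effect; on the % scale 0 is the no-effect control and ±100 the full control effect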
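Cells in DMEM/10% Nu serum/1% pen-strep, 1536-well format. Pre-incubated 12 h, dosed with 23 nL compound, incubated a further 24 h. Luciferase detection, 12 min at room temp, luminescence.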
DRD3 agonist: D3 dopamine receptor (human) agonism; P35462; D3R DiscoveRx beta-arrestin cells, luminescence, 90 min; max activation, %; actives 0.58% (n = 410,000); AID 652048; in the data active means max activation above about 30%; further: 0% is about no effect; mostly tested at two doses, the higher about 12 µM
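Agonist-mode cell screen: cells plated at 1500/well and incubated overnight at 37 °C, then exposed to library compounds for 90 min at 37 °C. Detection reagent was added for 30–60 min at room temperature, and luminescence was read.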
KB-V1 MDR tox: KB-V1 MDR subline cytotoxicity; actives 3.4% (n = 400,000); KB-V1 MDR cells viability, CellTiter-Glo, 72 h; Potency, µM (doses to about 46.1 µM), for the others: at the highest dose activity change, negative = cytotoxicity, actives largely listed as cytotoxic; further: potency means the concentration at half of the fitted maximal effect; on the % scale 0 is the no-effect control and ±100 the full control effect; nearly all actives have a fitted effect of over 60% in size
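Potencies derive from concentration-effect curves fitted to normalized luminescence (CellTiter-Glo) of KB-V1 cells treated for 72 h at 37 degrees C in phenol-red-free DMEM containing 10% FBS.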
TDP-43 yeast inh: rescues yeast growth from TDP-43 toxicity. TDP-43 expressing yeast growth rescue, BacTiter-Glo, 24 h. Potency, µM (series often up to 46.1 µM), for inactives: top-dose growth rescue (activation), most hits filed as activators. AID 652104. actives 1.8% (n = 410,000); further: potency means the concentration at half of the fitted maximal effect; % of control where 0% means no effect; nearly all actives have a fitted effect of over 50% in size
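Yeast expressing TDP-43 (pregrown in raffinose, seeded at OD600=0.02 in galactose medium) exposed to compounds 24 hr at 30 deg C. Growth read by BacTiter-Glo luminescence; rescue of toxicity appears as increased signal.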
GLP-1R inv ag: inverse agonists of human GLP-1 receptor; actives 1.6% (n = 410,000); Potency, µM (top dose mostly 38.3 µM), inactives show at the highest dose activity change, negative = inhibition, actives largely listed as inhibitors; HEK293 GLP-1R CRE-luciferase, luminescence, 24 h; GLP-1R form is constitutively active; further: potency means the concentration at half of the fitted maximal effect; on the % scale 0 is the no-effect control and ±100 the full control effect; nearly all actives have a fitted effect of over 55% in size
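HEK293 cells stably co-expressing constitutively active GLP-1R and a cAMP-responsive luciferase reporter were seeded in DMEM with 10% Nu serum, given compounds after 12 h, and incubated 24 h at 37 deg C. Luminescence was then read.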
* = called active by the depositor; i = inactive; ? = inconclusive; nt = no result given; [ ] = another dose, or the depositor's remark. Unless noted, the call rests on the fitted dose curve; in most records, active means well fitted curve in the direction sought with a large enough effect; inconclusive means small, poorly fitted or top-dose-only effect, or another doubt; inactive means no such curve, though single readings can be large; an effect the other way counts as inactive or inconclusive. An excerpt (hit frequency here may not be typical).

item | SMILES | GLP1R ag | aSyn rescue | D3 antag | PTHR1 agonist | HEK293 tox
1 | O=C(C[C@@H]1C=C[C@@H](NC(=O)c2cccnc2)[C@@H](CO)O1)NCc1ccncn1 | nt | 3% | 24 | -2% | 4%
2 | COc1ccc(N2CCN(CC(=O)Nc3cc(C)cc(C)c3)CC2)cc1 | 1% | 1% | -15 | i | -2%
3 | CN1CCN(C(=O)c2ccc(-c3cnn(C)c3)c3ccoc23)CC1 | -2% | -8% | 25 | -21% | 0%
4 | CC(=O)N1CCN(C(=O)COC(=O)/C=C/c2ccccc2[N+](=O)[O-])CC1 | -14% | 1% | 0 | i | 2%
5 | OC(c1nc2ccc(F)cc2[nH]1)C(O)c1nc2ccc(F)cc2[nH]1 (stereo not given) | 7% | 3% | 16 | -10% | -1%
6 | CC(=O)Nc1ccc(S(=O)(=O)NCCC(=O)NCCCc2ccccc2)cc1 | 6% | 1%[1.84 µM] | 12 | i | -1%
7 | CC(C)(C)c1cccc(Cn2nnc3ccccc32)c1O | 2% | 1% | -21 | -67%[inhibitor] | -10%
8 | NNC(=O)[C@H]1C[C@@H]1c1ccccc1 | 8% | 2% | -1 | i | 20%
9 | NCCCC[C@H](NC(=O)C1CCNCC1)c1nnc([C@@H](N)CO)o1 | -1% | 2% | 0 | i | -1%
10 | O=C(Cn1ncn2nc(-c3cccs3)cc2c1=O)NCc1ccc(Cl)cc1 | nt | nt | nt | i | 2%
11 | CCOc1ccc(CNS(=O)(=O)c2cc3c(cc2C)NC(=O)CO3)cc1OC | nt | nt | nt | 12% | 11%
12 | N#CC(C#N)=Cc1cc2ccccc2nc1N1CCOCC1 | 14% | 16% | 12 | -15% | -15%

item | DRD3 agonist | KB-V1 MDR tox | TDP-43 yeast inh | GLP-1R inv ag
1 | 9 | 14% | 25% | 13%
2 | -8 | -5% | 17% | ?
3 | 0 | -3% | 3% | 30%
4 | 4 | nt | -2% | 19%
5 | 12 | ? | -9% | ?
6 | -14 | 28% | 15% | -1%
7 | -2 | -18% | ? | ?
8 | 2 | 1% | 16% | 17%
9 | 2 | ? | 8% | 19%
10 | 18 | 9% | 12% | 3%
11 | 3 | 21% | -1% | 14%
12 | 3 | -29% | -13% | 5%

(listing goes on)
item | SMILES | GLP1R ag | aSyn rescue | D3 antag | PTHR1 agonist | HEK293 tox
13 | CCOc1ccc(S(=O)(=O)N2CCCCC2)cc1NC(=O)Cc1cccs1 | 12% | -4% | 38 | i | 2%
14 | O=C(NNC(=O)c1cccnc1SCc1cccc([N+](=O)[O-])c1)c1cccnc1 | 5% | 8% | -3 | -24% | 1%
15 | COc1ccc(S(=O)(=O)NCc2ccccn2)cc1NC(=O)c1ccccc1 | 15% | -6% | 0 | i | -26%
16 | N=C(CC1CC(=O)NC(=O)C1)C1=C(O)CCCC1=O | -1% | 1% | -10 | ? | 13%
17 | C#CCN(C[C@@H](CC(C)C)NC(=O)OC(C)(C)C)S(=O)(=O)c1ccc(Br)cc1F | 0% | -3% | -24 | -37% | 0%
18 | N#Cc1c(NC(=O)CSc2nc(-c3ccco3)cc(C(F)(F)F)n2)sc2c1CCCC2 | -6% | 1% | -26 | i | -8%
19 | COc1ccc(-c2cc(C(F)(F)F)nc(N3CCN(Cc4ccccc4)CC3)n2)cc1OC | -3% | -5% | 41 | i | 4%
20 | COc1cccc(CN2CCNC(=O)C2CC(=O)N(C)Cc2nc(C)cs2)c1OC (stereo not given) | -5% | 8% | 1 | i | -4%
21 | c1ccc(-c2nc3ccccc3n2C(c2ccccc2)c2nc3ccccc3[nH]2)cc1 (stereo not given) | nt | -15% | -3 | -63%[inhibitor] | -13%
22 | O=C1C(Cl)=C(N2CCCC2)C(=O)N1c1ccccc1F | -3% | 5% | 2 | -31% | -14%
23 | Cc1nc2sc3c(c2c(=O)[nH]1)CCCC3 | -2% | -25% | -5 | i | 8%
24 | O=C(Nc1ccccc1)N1CCN(Cc2ccc(Cl)cc2)CC1 | 0% | 0% | 10 | -19% | -30%

item | DRD3 agonist | KB-V1 MDR tox | TDP-43 yeast inh | GLP-1R inv ag
13 | 4 | 23µM* | 6% | 11%
14 | 18 | ? | 15% | 10%
15 | -3 | ? | -12% | -38%
16 | 4 | -17% | -16% | 13%
17 | -2 | ? | -1% | -15%
18 | 3 | -6% | 22% | -4%
19 | 1 | -12% | 21% | ?
20 | -4 | nt | 19% | 17%
21 | 3 | -12% | 12% | -22%
22 | -2 | -7% | ? | 13%
23 | -5 | -17% | -2% | 10%
24 | -4 | 3% | 7% | ?

The list goes on:
item | SMILES | GLP1R ag | aSyn rescue | D3 antag | PTHR1 agonist | HEK293 tox
25 | COc1ccc(C)cc1NC(=O)COC(=O)c1c(-c2ccccc2)noc1C | 7% | 11% | 20 | -14% | -29%
26 | Cc1cc(Cl)ccc1NC(=O)C1CCCN1S(=O)(=O)c1ccc2c(c1)CCCC(=O)N2 (stereo not given) | nt | nt | nt | -21% | 2%
27 | COc1ccc(CNCCC(c2ccc(OC)cc2)c2ccccc2OC)cc1 (stereo not given) | 5% | 5% | 1 | 0% | ?
28 | Cc1ccc(O)c(N=NC2=C(O)CC(C)(C)CC2=O)c1 | -3% | 7.1µM* | -27 | -3% | 13µM*
29 | Cc1ccc(C(=O)NCCSCc2ccc(Cl)cc2Cl)cc1[N+](=O)[O-] | 17% | 13% | -24 | -19% | 5%
30 | COc1cccc(C(C(=O)NCc2ccco2)N(C(=O)Cn2nnc3ccccc32)C2CC2)c1OC (stereo not given) | -2% | -16% | -53* | i | -3%
31 | O=C(O)c1cccc(-n2c(O)c(C=C3N=c4ccccc4=N3)sc2=S)c1 | -4% | 0% | -4 | -7% | -8%
32 | O=C(Cn1cnc2ccccc2c1=O)N1CCN(c2ccc(F)cc2)CC1 | -1% | -3% | 3 | i | 1%
33 | COC(=O)c1ccc(-n2nnc(-c3nc(-c4ccc5c(c4)OCO5)no3)c2C)cc1 | nt | nt | nt | -7% | 1%
34 | COc1ccccc1NC(=O)C(=O)Nc1ccc2c(c1)N(C(=O)C1CC1)CCC2 | 17% | -5% | 28 | -35%[inhibitor] | 16%
35 | Cc1ccc(NC(=O)C2c3ccccc3Oc3ccccc32)c(C)c1 | -9% | 1% | 0 | i | 11%
36 | CCc1cccc(NC(=O)c2nnn(Cc3ccc(SC)cc3)c2N)c1 | -3% | nt | nt | -33%[inhibitor] | 6%

item | DRD3 agonist | KB-V1 MDR tox | TDP-43 yeast inh | GLP-1R inv ag
25 | 1 | ? | 22% | ?
26 | 6 | -8% | 23% | -12%
27 | -10 | ? | -10% | 10µM*
28 | -23 | ? | 12% | ?
29 | 0 | -29% | 10% | ?
30 | 1 | ? | 9% | 2%
31 | 1 | 20% | 6% | ?
32 | -8 | -25% | -25% | 9%
33 | 8 | nt | 23% | 10%
34 | -1 | -4% | 16% | 13%
35 | -2 | -34% | 8% | -2%
36 | -18 | -13% | -24% | 0%

Given with values under each structure: 6 of the compounds above
The line under a structure holds: GLP1R ag	aSyn rescue	D3 antag	PTHR1 agonist	HEK293 tox	DRD3 agonist	KB-V1 MDR tox	TDP-43 yeast inh	GLP-1R inv ag
(28) Cc1ccc(O)c(N=NC2=C(O)CC(C)(C)CC2=O)c1
→ -3%	7.1µM*	-27	-3%	13µM*	-23	?	12%	?
(32) O=C(Cn1cnc2ccccc2c1=O)N1CCN(c2ccc(F)cc2)CC1
→ -1%	-3%	3	i	1%	-8	-25%	-25%	9%
(30) COc1cccc(C(C(=O)NCc2ccco2)N(C(=O)Cn2nnc3ccccc32)C2CC2)c1OC (stereo not given)
→ -2%	-16%	-53*	i	-3%	1	?	9%	2%
(29) Cc1ccc(C(=O)NCCSCc2ccc(Cl)cc2Cl)cc1[N+](=O)[O-]
→ 17%	13%	-24	-19%	5%	0	-29%	10%	?
(35) Cc1ccc(NC(=O)C2c3ccccc3Oc3ccccc32)c(C)c1
→ -9%	1%	0	i	11%	-2	-34%	8%	-2%
(33) COC(=O)c1ccc(-n2nnc(-c3nc(-c4ccc5c(c4)OCO5)no3)c2C)cc1
→ nt	nt	nt	-7%	1%	8	nt	23%	10%

(next part)
item | SMILES | GLP1R ag | aSyn rescue | D3 antag | PTHR1 agonist | HEK293 tox
37 | OCC1(Cc2ccc(F)cc2)CCCN(Cc2ccc(F)cc2Cl)C1 (stereo not given) | -7% | 0% | -61* | ? | ?
38 | COc1cccc(OC)c1OCCCSc1nc(C)cc(=O)[nH]1 | 2% | 5% | 6 | -7%[57.5 µM] | -8%
39 | Cc1ccc(-c2csc(NC(=O)C3CC=CCC3C(=O)O)c2C(=O)OC(C)C)cc1 (stereo not given) | 1% | 0% | -22 | -13% | 21%
40 | CCCCN(C(=O)c1nn(C)c(=O)c2ccccc12)c1c(N)n(CC(C)C)c(=O)[nH]c1=O | -2% | -4% | 9 | -7% | -9%
41 | Cc1ccc(C(=O)CSc2nc(C)cc(C)c2C(N)=O)cc1 | 4% | 6% | -14 | i | 9%
42 | O=C(Nc1ccc2c(c1)OCO2)C1CCCN(S(=O)(=O)Cc2ccccc2)C1 (stereo not given) | 4% | 6% | -4 | -43%[inhibitor] | 4%
43 | O=C(N/N=C/c1cccs1)c1ccc2ccccc2c1 | 0% | -4% | -4 | i | ?
44 | O=C(O)c1cc(-c2ccc(/C=N/NC(=S)Nc3ccccc3)o2)ccc1Cl | 0% | -7% | 9 | 11% | 22%
45 | Cc1ccc(C)c(NC(=O)CC2Oc3ccccc3NC2=O)c1 (stereo not given) | -1% | 1% | -3 | -5% | 2%

item | DRD3 agonist | KB-V1 MDR tox | TDP-43 yeast inh | GLP-1R inv ag
37 | -11 | -13% | -23% | ?
38 | 0 | 0% | -18% | 7%
39 | -6 | -6% | 4% | 12%
40 | -4 | 1% | -32% | 8%
41 | -1 | 16µM* | -25% | 12%
42 | -1 | -15% | -1% | ?
43 | 0 | ? | 0% | ?
44 | 1 | 2% | 1% | 16%
45 | 27 | -15% | -17% | -15%
